# High-throughput results deposited in PubChem by Sanford-Burnham Center for Chemical Genomics.
# Apaf-1 inh = inhibitors of human Apaf-1 apoptosome | inhibition, % at 20 µM | O14727 | actives 0.71% (n = 330,000) | reconstituted apoptosome caspase-3 activity, DEVD-Rh110 fluorescence; active = inhibition of at least 40% at 20 µM;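 note: plate controls were DMSO wells for no effect and DEVD-CHO caspase inhibitor wells for full effect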
#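 System: reconstituted apoptosome with Apaf-1, cytochrome c, caspase-9, procaspase-3, dATP; Signal: Rh110 fluorescence intensity; Schedule: 30 min compound preincubation, 50 min activation, room temperature; Reagent: cytochrome c trigger plus (Z-DEVD)2-Rh110 caspase-3 substrate.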
# NALP3 yeast inh = NALP3 inhibition in yeast; Yeast reconstituted NLRP3/ASC/caspase-1, beta-gal luminescence, 24 h; inhibition, % at 10 µM; actives 0.39% (n = 330,000);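 active = inhibition of 50% or more; inactive = inhibition below 50%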;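 note: plate controls were induced DMSO wells for no effect and uninduced yeast grown without galactose for full effect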
# HKDC1 inhibitor = inhibitors of human hexokinase HKDC1. Q2TB90. actives 0.16% (n = 340,000). inhibition, % at 20 µM. AID 493160. recombinant HKDC1, G6PDH/diaphorase resazurin coupled fluorescence;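 active = inhibition above about 35% when tested at 20 µM, limit read from the data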;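 note: plate controls were DMSO wells with enzyme for no effect and DMSO wells lacking enzyme for full effect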
#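 Material – in-house recombinant HK5 (HKDC1) enzyme · Quantity – HKDC1 at 5 µg/mL · Buffer or medium – pH 8.0 Tris buffer with 10 mM MgCl2 · Reagent – glucose with 1 mM ATP · Dosing – single 20 µM dose · Times – reaction time 90 min, room temperature, protected from light · Technique – resorufin fluorescence at 613 nm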
# SENP1 FRET inh = SENP1 (human) catalytic domain inhibition. recombinant SENP1 catalytic domain, CyPet-SUMO1-YPet FRET cleavage. inhibition, % at 10 µM. actives 0.21% (n = 360,000). AID 624204;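 active = inhibition at least 30% at 10 µM, raw YFP signal under a set limit, fluorescence ratio 0.5 to 1.5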;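 note: 0% = enzyme with DMSO and 100% = no enzyme wells; some results filed as inactive read as strong as hits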
# Target sequence (Q9P0U3 419-644 limits assumed): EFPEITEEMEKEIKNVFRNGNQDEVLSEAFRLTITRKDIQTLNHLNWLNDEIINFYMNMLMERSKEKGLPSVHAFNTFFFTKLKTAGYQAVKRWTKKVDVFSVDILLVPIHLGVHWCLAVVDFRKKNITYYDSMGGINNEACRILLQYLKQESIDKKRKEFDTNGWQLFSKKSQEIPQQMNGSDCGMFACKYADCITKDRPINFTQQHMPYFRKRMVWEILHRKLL
#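 Compound: 10 µM single point, 0.5% DMSO; Test system: hSENP1 catalytic domain, recombinant; Timing: 50 min reaction at room temperature; Technique: FRET, CFP and YFP emission; Control set: no-enzyme wells low, DMSO-plus-enzyme wells high control.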
# SENP8 block-1 = blocks the human protease SENP8; Q96LD8; purified SENP8, Z-RLRGG-aminoluciferin cleavage, luminescence; inhibition, % at 10 µM; actives 1.2% (n = 330,000); AID 2540; in the data active = inhibition above about 50%
# Target sequence (Q96LD8 whole entry, looked up): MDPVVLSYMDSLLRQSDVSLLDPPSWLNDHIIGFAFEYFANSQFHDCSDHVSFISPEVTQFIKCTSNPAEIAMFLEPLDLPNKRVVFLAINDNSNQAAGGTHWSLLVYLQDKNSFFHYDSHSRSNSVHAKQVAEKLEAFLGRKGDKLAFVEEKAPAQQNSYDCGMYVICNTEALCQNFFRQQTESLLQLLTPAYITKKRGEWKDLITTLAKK
# SENP7 inh = blocks the human protease SENP7; inhibition, % at 5 µM; Q9BQF6; actives 1.5% (n = 330,000); recombinant SENP7, Z-RLRGG-aminoluciferin luminescence, 40 min;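 active = inhibition above about 50% at the single test dose, limit read from the data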;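 note: plate controls were DMSO with enzyme for no effect and no enzyme buffer wells for full effect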
# Target sequence (Q9BQF6 706-1050 limits assumed): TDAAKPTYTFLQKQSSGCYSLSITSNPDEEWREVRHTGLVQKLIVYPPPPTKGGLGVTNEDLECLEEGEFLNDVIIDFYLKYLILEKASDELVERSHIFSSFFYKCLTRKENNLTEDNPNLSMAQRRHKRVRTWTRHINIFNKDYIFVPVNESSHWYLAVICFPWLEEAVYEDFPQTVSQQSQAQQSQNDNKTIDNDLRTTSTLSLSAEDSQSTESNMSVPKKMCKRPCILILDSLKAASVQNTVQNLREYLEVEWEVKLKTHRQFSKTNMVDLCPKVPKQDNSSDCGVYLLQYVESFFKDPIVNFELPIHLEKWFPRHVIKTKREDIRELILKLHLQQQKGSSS
# SENP6 block = blocks the human protease SENP6; Recombinant SENP6 catalytic domain, aminoluciferin luminescence; inhibition, % at 10 µM; Q9GZR1; actives 1.8% (n = 330,000); AID 2599;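 active = inhibition above about 50% at the single tested dose, limit read from the data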;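 note: plate controls were DMSO wells with enzyme for no effect and DMSO wells lacking enzyme for full effect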
# SENP8 block-2 = blocks human SENP8 cleavage of Nedd8 substrate | Q96LD8 | recombinant SENP8, Nedd8 substrate fluorescence | inhibition, % at 20 µM | actives 0.64% (n = 360,000) | AID 602440; in the data active = inhibition mostly above about 40%, no sharp cut-off; inactive = mostly below about 27%
# PfGluPho inh = PfG6PD (Plasmodium falciparum) enzyme inhibition. PfGluPho enzyme, NADPH resazurin-diaphorase fluorescence. actives 0.78% (n = 350,000). inhibition, % at 20 µM. AID 504690;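 active = inhibition reaching at least a set limit at 20 µM in the primary screen, cut at about 59% in these data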;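 note: 0% = DMSO wells with substrate and 100% = DMSO wells lacking glucose-6-phosphate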
# Active calls of the source: *; i = inactive; / = not tested or not shown.
# Value order: SENP6 block	SENP1 FRET inh	SENP8 block-2	PfGluPho inh	SENP7 inh	Apaf-1 inh	NALP3 yeast inh	SENP8 block-1	HKDC1 inhibitor
> CCN(CC)CCN1C(=O)C2C(C(=O)Nc3cccc(C)c3)C3C=CC2(O3)C1C(=O)NC1CCCC(C)C1C (stereo not drawn)
→ -6.9	2.9	13.9	-5.5	7.5	4.3	-10.5	5.9	-1.7
> Cc1ccc(NC(=O)c2oc3ccc(S(=O)(=O)N4CCOCC4)cc3c2C)cc1C
→ -7.7	0.8	-74.0	-10.0	0.4	-8.6	-11.6	15.4	-5.3
> Cc1ccc(OCC(=O)NNC(=O)c2ccc(-n3cncn3)c([N+](=O)[O-])c2)cc1
→ 0.4	-1.0	13.4	-0.9	-10.5	-4.6	-5.0	-1.9	5.5
> Cc1ccc(S(=O)(=O)N2CCCN(C(=O)c3cc4ccccc4[nH]3)CC2)cc1
→ 4.5	-3.0	-42.3	3.3	5.3	27.8	18.7	7.6	-0.8
> COc1cc(-c2nnc3sc(-c4cccs4)nn23)cc(OC)c1OC
→ -4.0	-0.1	0.5	-2.8	3.9	6.1	0.0	1.5	2.4
> OCc1cn(-c2ccccc2)nc1-c1ccc(-c2nn(-c3ccccc3)cc2CO)cc1
→ -2.4	-0.9	-430.2	1.9	0.2	6.4	4.0	4.7	-7.2
> COc1cc(CNc2ccc3[nH]c(=O)[nH]c3c2)cc(Cl)c1OCC(=O)NC(C)(C)C
→ -5.3	-26.8	i	82.8*	-0.2	19.7	12.8	-11.1	11.2
> O=C(COC(=O)[C@H](Cc1ccccc1)NC(=O)c1cccs1)Nc1c(Cl)cccc1Cl
→ 16.9	2.3	17.4	-8.8	7.8	18.7	14.3	-3.7	-6.3
> Cc1nc(Nc2nc(CSc3nc4ccccc4[nH]3)cc(=O)[nH]2)nc2ccccc12
→ 1.2	1.8	16.6	0.8	5.1	-14.9	10.0	1.8	21.3
> C[C@H](CO)N1C[C@H](C)[C@@H](CN(C)C(=O)Nc2ccc(C(F)(F)F)cc2)Oc2c(NS(=O)(=O)c3cccs3)cccc2C1=O
→ -0.4	1.1	8.6	6.3	1.0	17.6	2.7	3.3	2.4
> O=C(c1cnccn1)N1CCc2ccccc21
→ -2.6	-0.1	14.6	-5.0	-1.8	-16.4	11.7	-5.7	1.3
> C#CCNc1c(C)c(C)nc2ncnn12
→ -6.5	1.3	11.1	-1.9	24.1	-15.9	13.9	2.8	-6.2
> CC(C)(C)S(=O)(=O)c1ccccc1-c1noc(-c2ccccc2)c1C(N)=O
→ 4.7	2.6	26.4	-4.5	3.4	-16.6	2.3	4.0	-4.8
> O=C(CCNS(=O)(=O)c1ccccc1)NCCCc1ccccc1
→ 8.2	0.1	2.1	-11.0	-4.8	4.8	-16.7	4.8	-2.1
> NC(=O)C1CCN(C2CC(=O)N(c3cccc(F)c3)C2=O)CC1 (stereo not drawn)
→ 7.4	2.7	10.4	11.5	2.5	-18.1	15.2	0.5	-5.9
> CC(C)C(=O)c1cn(CC(=O)NCc2ccc3c(c2)OCO3)c2ccccc12
→ -4.2	-2.4	13.1	3.7	-4.7	4.6	12.9	-12.1	1.2
> COc1ccc(C(=O)Nc2ccnn2C2CCN(Cc3cccnc3)CC2)cc1
→ 18.5	-3.3	18.7	1.8	4.1	1.2	12.9	-1.1	-5.5
> Cc1ccc(NC(=O)CN(C)C(=O)CSc2nc(C)cc(C)n2)cc1
→ 0.6	0.2	8.6	-5.4	-6.5	6.6	14.7	-1.5	0.6
> O=S(=O)(N1CCOCC1)n1cnc2ccccc21
→ -4.1	1.2	5.0	1.5	-1.8	-2.5	-7.1	-3.7	-10.0
> Cc1cccc(N2C(N)=C(C#N)C(C#N)(C#N)C2c2ccccc2)c1 (stereo not drawn)
→ 7.9	-1.1	i	-17.9	2.1	16.3	29.7	5.4	7.5

# Compound profiles, from the list above.
# Results for CC(C)(C)S(=O)(=O)c1ccccc1-c1noc(-c2ccccc2)c1C(N)=O : SENP6 block = 4.7; SENP1 FRET inh = 2.6; SENP8 block-2 = 26.4; PfGluPho inh = -4.5; SENP7 inh = 3.4; Apaf-1 inh = -16.6; NALP3 yeast inh = 2.3; SENP8 block-1 = 4.0; HKDC1 inhibitor = -4.8
# Results for NC(=O)C1CCN(C2CC(=O)N(c3cccc(F)c3)C2=O)CC1 (stereo not drawn) : SENP6 block = 7.4; SENP1 FRET inh = 2.7; SENP8 block-2 = 10.4; PfGluPho inh = 11.5; SENP7 inh = 2.5; Apaf-1 inh = -18.1; NALP3 yeast inh = 15.2; SENP8 block-1 = 0.5; HKDC1 inhibitor = -5.9

# Additional compounds follow.
# Value order: SENP6 block	SENP1 FRET inh	SENP8 block-2	PfGluPho inh	SENP7 inh	Apaf-1 inh	NALP3 yeast inh	SENP8 block-1	HKDC1 inhibitor
> O=C(c1cccs1)N1CCN(C(=O)c2ccco2)c2ccccc2C1
→ -10.5	-0.1	8.1	9.9	0.0	-5.5	14.8	-5.2	0.2
> Cc1noc(C)c1CCC(=O)N1CCCC(CCC(=O)NCc2ccc(F)c(F)c2)C1 (stereo not drawn)
→ -8.8	-0.1	16.0	-4.4	-2.5	0.1	-10.7	-9.0	-11.0
> Cc1ccc(NC(=O)c2ccc(OC(F)F)cc2)cc1S(=O)(=O)N(C)C
→ -4.0	-3.3	-1.3	10.1	5.9	10.3	2.2	0.1	-6.5
> O=C(CSc1ccccc1)Nc1ccncc1
→ 10.1	1.5	22.1	-10.6	9.8	0.3	-0.4	1.1	-0.5
> COc1ccc(-n2c(-c3ccc(Cl)cc3)c[n+]3c2CCc2ccccc2-3)cc1
→ 2.9	-1.2	-26.0	3.1	-1.8	5.6	11.9	-0.7	-7.8
> Cc1cc(OCC(=O)NCc2ccccn2)cc(C)c1Br
→ -11.3	2.3	12.6	2.3	-7.0	0.7	16.8	-2.0	7.8
> COc1ccc2c(c1)CC/C(=C\Nc1ccc3c(c1)OCO3)C2=O
→ 60.9*	-22.8	-103.7	73.5*	53.7*	78.1*	19.8	61.1*	19.8
> O=C(NNc1ncc(C(F)(F)F)cc1Cl)c1c(Cl)cccc1Cl
→ 2.6	2.3	10.6	3.0	1.1	-0.2	26.0	-7.0	-2.0
> CN(Cc1ccccc1)C(=O)[C@H]1CCC(=O)N1Cc1ccco1
→ -0.2	-0.7	21.6	-12.0	-0.2	1.0	14.0	-5.3	0.6
> CCSc1ccc([C@@H]2[C@@H]3C(=O)N(CC)C(=O)[C@@H]3[C@]3(C(=O)OC)CCCCN23)cc1OC
→ -6.1	-3.8	-50.2	26.3	1.5	4.6	3.7	-2.0	-2.3
> Cc1ccc(/C=C/C(=O)NCc2cccs2)o1
→ 4.0	-10.5	3.0	42.7	1.2	-2.8	-19.8	2.3	2.3
> CC1=CS/C(=C(/C#N)C(=O)N2CCOCC2)N1c1ccccc1
→ 4.0	-0.8	18.1	0.7	-7.7	0.0	8.0	-6.4	3.4
> O=S(=O)(c1ccc(Sc2nnc3ccccn23)nc1)N1CCOCC1
→ -0.9	0.3	21.0	-0.2	-0.2	-1.9	24.2	-4.8	-4.3
> O=C(Nc1nc2c(s1)CN(Cc1ccccc1)CC2)c1cccc(S(=O)(=O)N2CCc3ccccc32)c1
→ 4.1	-18.4	-288.1	7.1	2.9	21.7	6.7	-8.1	1.2
> NS(=O)(=O)c1ccc(Nc2ccc([N+](=O)[O-])c3nonc23)cc1
→ 27.4	25.4	38.6	7.2	-3.4	11.7	38.0	-0.7	0.6
> O=C1/C(=C/c2ccc3c(c2)OCO3)Oc2cc(OCC(=O)N3CCC[C@H]3C(=O)O)ccc21
→ -18.6	-18.5	-172.0	6.6	-17.2	2.3	14.5	-19.9	6.5
> O=C1C=C(c2cccc3c2oc2ccccc23)CCC1
→ -0.2	2.5	12.9	17.6	-1.0	22.6	15.9	2.1	0.3
> Cc1cccc(NC(=O)Cn2c(C)c(C#N)c3ccccc32)c1C
→ -2.3	-6.8	-5.4	-9.0	0.8	-9.7	-3.2	4.5	-6.2
> O=C(CN1C(=O)CSc2ccc(S(=O)(=O)N3CCOCC3)cc21)NCc1cccnc1
→ -3.1	-0.3	6.2	-9.7	5.6	-4.7	6.6	-2.9	-7.0
> COc1ccc(CCNC(=S)Nc2cc(C)cc(C)c2)cc1
→ -2.5	0.9	18.2	-0.7	-0.4	-4.3	17.9	1.0	-1.0
> O=C(Nc1c[nH]c(=O)[nH]c1=O)c1ccccc1Br
→ -13.8	1.4	6.6	-1.4	7.4	-11.7	10.9	-9.2	-2.6
> CN=C1NN=C(c2cc(C)n(-c3ccc(Cl)cc3)c2C)CS1
→ -8.6	-1.0	-14.4	23.8	-9.0	4.4	7.7	-6.6	-8.6
> Cc1cccc(N(CC(=O)NCc2ccccc2)C(=O)CCC(=O)Nc2nccs2)c1
→ -1.8	-0.5	6.4	-3.9	-1.6	-0.3	12.7	6.6	-3.9
> O=C(NCCc1c[nH]c2ccccc12)C1CCN(S(=O)(=O)c2ccccc2)CC1
→ 9.0	1.4	14.1	-7.8	10.1	4.8	5.5	3.2	-4.5
> Cc1ccc(C)n1-c1nnc(N2CCC(C(=O)N3CCN(C)CC3)CC2)s1
→ -6.1	1.5	1.3	9.9	-2.8	7.0	12.6	-0.9	-6.8
> N/C(=N\OC(=O)c1cccc2ccccc12)c1ccncc1
→ 8.4	2.0	-169.4	8.7	-5.9	-2.1	-7.1	-6.5	2.9
> CC(NCC(O)COc1ccc(S(=O)(=O)N2CCOCC2)cc1)c1ccccc1 (stereo not drawn)
→ -3.4	1.4	2.8	-12.4	-5.0	14.1	2.5	-5.9	-11.0
> O=C(Nc1ccc(N2CCCC2)c(Cl)c1)c1ccc2c(c1)OCCO2
→ -3.8	-6.9	-12.2	67.4*	2.3	25.1	7.6	3.2	1.2
> O=[N+]([O-])c1ccc2c(c1)-c1ccccc1C2=NO
→ /	4.5	17.9	34.0	/	/	/	/	15.0
> COc1ccc2[nH]c3c(c2c1)CCN1C(=O)N([C@@H](C)C(=O)NC2CCCCC2C)C(=O)[C@]31C (stereo partly drawn)
→ -1.6	-31.3	-6.5	-2.9	6.6	10.8	13.6	-2.4	3.7
> O=C(CSc1ccccc1)NCc1ccc(F)cc1
→ -6.4	2.7	6.6	-1.3	-2.1	4.5	21.1	-0.7	3.7
> O=C(NCCc1ccccc1F)C1CCCN1S(=O)(=O)c1ccccc1 (stereo not drawn)
→ -32.0	0.7	11.8	3.7	7.0	-4.7	-4.6	6.2	2.6
> Cc1ccc(C)c(Cn2nnc(C(=O)Nc3ccc4c(c3)OCCO4)c2N)c1
→ -4.6	-0.6	6.2	3.2	-9.0	15.6	32.1	0.2	3.0
> Cc1cnc(C(=O)OCC(=O)Nc2ccccc2[N+](=O)[O-])cn1
→ 3.1	2.9	18.3	-1.9	1.3	2.4	2.2	-0.9	-2.5
> CCCn1c2c(c(=N)c3c1CCC3)CCCC2
→ -9.4	1.4	13.6	-8.7	-1.8	-2.1	-3.6	3.6	2.0
> COc1cc(C(=O)COC(=O)C2CCCCC2)cc(OC)c1OC
→ -6.8	1.3	3.3	-5.7	-4.2	-1.5	6.1	5.1	-3.1
> CN(C)C(=S)Nc1ccc(Cc2ccncc2)cc1
→ -22.1	2.4	1.9	-3.1	-12.3	-8.2	11.6	-2.7	-3.1
